Screening data (PubChem)
GlmU inhibition – inhibition of mycobacterial GlmU enzyme – biochemical, glucosamine-1-phosphate acetyltransferase (AID 1376); M. tuberculosis GlmU acetyltransferase enzyme assay; higher % means a stronger effect; inhibition, %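 (tested at 30 µM in the primary screen)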, or IC50 in µM where a hit was titrated; actives 0.25% (n = 220,000); in the data active means inhibition above about 13%;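 further: 0% = complete reaction with vehicle and 100% = reaction without substrate; strong numbers were not always called active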
RmlCD inh 1536 – M. tuberculosis RmlC/RmlD coupled enzyme inhibitors, primary screen, biochemical, compound mixtures, 384-well, from 1536-well plates | inhibition, % at 3.6 µM | RmlC+RmlD coupled enzyme assay, percent inhibition; primary screen in compound mixtures | actives 0.03% (n = 160,000) | dTDP-4-dehydrorhamnose reductase (Mycobacterium tuberculosis (strain ATCC 25618 / H37Rv)) …; in the data active means inhibition mostly above about 34%, no sharp cut-off; further: some results filed as inactive read as strong as hits
Target sequence (P9WH09 whole entry, looked up): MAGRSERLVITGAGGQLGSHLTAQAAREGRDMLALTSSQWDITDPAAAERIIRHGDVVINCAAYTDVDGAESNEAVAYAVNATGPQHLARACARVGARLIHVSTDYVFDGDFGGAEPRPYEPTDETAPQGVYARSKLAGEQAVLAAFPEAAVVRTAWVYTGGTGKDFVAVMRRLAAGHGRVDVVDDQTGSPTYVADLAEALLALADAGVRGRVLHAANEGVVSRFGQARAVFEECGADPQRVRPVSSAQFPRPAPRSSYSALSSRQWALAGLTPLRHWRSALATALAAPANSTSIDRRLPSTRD
Target sequence (P9WH11 whole entry, looked up): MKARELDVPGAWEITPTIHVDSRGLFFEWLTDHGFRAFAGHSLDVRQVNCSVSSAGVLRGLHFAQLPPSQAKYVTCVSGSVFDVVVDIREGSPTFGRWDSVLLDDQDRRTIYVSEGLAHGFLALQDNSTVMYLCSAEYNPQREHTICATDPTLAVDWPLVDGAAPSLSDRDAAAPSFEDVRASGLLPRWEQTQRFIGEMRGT
* marks the source's active call; other numbers are inactive results; / = not tested or not shown. These rows are one share of the data, so the mix of outcomes need not match the whole.

SMILES	GlmU inhibition	RmlCD inh 1536
CC1CC(C)CN(C(=O)Cn2c(=O)n(CCCCC(=O)NC3CCCC3)c(=O)c3ccccc32)C1 (stereo not drawn)	7.5%	8
COc1ccc(-c2cc(-c3ccccc3)nc(-c3ccc4c(c3)NC(=O)CO4)c2)cc1	-1.4%	/
O=C1/C(=C/c2ccc(F)cc2)SC(=S)N1N1CCOCC1	-3.5%	/
O=[N+]([O-])c1ccc(C[n+]2cccc3ccccc32)cc1	3.0%	3
O=C(Nc1cccc2ccccc12)N1CC=C(c2ccccc2)CC1	3.7%	4
COc1ccc(NC(=O)C23CCC(C)(C(=O)C2)C3(C)C)cc1 (stereo not drawn)	9.4%	-21
O=C(Nc1nc(-c2ccc(F)c(F)c2)cs1)c1ccc(OCC2CCCO2)cc1 (stereo not drawn)	0.6%	-9
COc1ccc(C(=O)OCC(=O)NC2CC2)cc1S(=O)(=O)N1CCOCC1	6.8%	-1
O=C(NNc1nc(N2CCOCC2)nc(N2CCOCC2)n1)Nc1ccc(Cl)cc1	0.1%	-8
CCn1ncc(Br)c1C(=O)Nc1ncc(C)s1	-3.0%	-2
O=C(CSc1nc2ccccc2c(=O)n1CCCC(=O)N1CCCC1)NCc1ccco1	2.1%	/
COCc1cc(C)nc(NC2CCCCC2)c1C#N	1.1%	9
C=CCn1c(=O)/c(=C/c2ccc(C)o2)s/c1=C(/C#N)C(=O)c1ccccc1	9.3%	-17
C=CCNC(=O)C1CC(=O)N(c2ccc(OCC(=O)Nc3ccccc3)cc2)C1 (stereo not drawn)	-8.6%	-1
O=C1N=C(N2CCOCC2)S/C1=C/c1cccs1	2.8%	78
Oc1ccc(O)c(Cc2nc3ccccc3s2)c1	28%	3
CCOc1ccc(C(=O)NCc2ccncc2)cc1OCC	-0.8%	-5
Clc1nnc(NN=C2CCCC2)c2ccccc12	3.9%	/
O=C(C1CCN(S(=O)(=O)c2cccs2)CC1)N(c1ccccn1)C1CCCCC1	-5.2%	5
CC(C)c1ccc(NC(=O)C(c2ccccc2)N(C)C(=O)c2cnccn2)cc1 (stereo not drawn)	8.3%	11
O=C(O)c1ccc2nc(-c3ccccc3)c(-c3ccccc3)nc2c1	-0.1%	/
O=C(O)C1C(c2ccccc2)C(C(=O)OCc2ccco2)C1c1ccccc1 (stereo not drawn)	3.4%	/
CCCC(=O)OCCNc1cc(Sc2nc3ccccc3[nH]2)c2nonc2c1[N+](=O)[O-]	9.7%	-12
CCOC(=O)Cc1cc(=O)c2cc(C)ccc2[nH]1	-1.3%	/
Cc1ccc(/C=C/C(=O)N2CCCC(C)C2)cc1 (stereo not drawn)	-2.8%	-12
CCN(CC)S(=O)(=O)c1ccc2oc(C(=O)NC3CCCc4ccccc43)c(C)c2c1 (stereo not drawn)	-3.1%	/
COc1ccc(C(=O)NC(=S)Nc2cccnc2)cc1OC	-1.2%	12
C=CCS(=O)(=O)c1cccc2cccnc12	-2.3%	11
CC1(C(=O)NC2CCCC2)CCC(=O)N1Cc1ccccc1 (stereo not drawn)	-2.1%	5
Cc1ccc(C(=O)Nc2cccc(C(F)(F)F)c2)cc1Nc1ccccn1	3.4%	/
CC(C)NC(=O)NC(=O)CSc1ccccc1F	-0.6%	15
CCOC(=O)n1c(=O)n(Cc2ccccc2)c2ccccc21	0.6%	/
CC/C(=C/c1sc2ccccc2[n+]1CC)SC	3.2%	8
COc1ccc(N2CCC(CNC(=S)Nc3c(C)cc(C)cc3C)C2)cc1 (stereo not drawn)	-4.5%	5
CCOc1ccc(-c2cc(N)n(S(=O)(=O)c3ccc(OC)cc3)n2)cc1	4.7%	-5
COC(=O)CCC(=O)COc1ccccc1C#N	2.5%	-7
CSc1ccccc1C(=O)Nc1cccc([N+](=O)[O-])c1	2.5%	-6
Cc1ccc(S(=O)(=O)NCCCCCC(=O)Nc2cccc(C)c2)cc1	4.7%	6
CCOC(=O)c1ccc(NC(=S)N2CCCC(C(=O)OCC)C2)cc1 (stereo not drawn)	-5.5%	-4
Cc1cccc(CSc2ccc3nnc(-c4cccs4)n3n2)c1	-0.5%	9
CC(C)(C)[C@H]1C=C(C(=O)Nc2ccccc2)O[C@@H](OCCCCO)C1	0.2%	/
COc1ccc(S(=O)(=O)Nc2ccc3c(c2)CCC3)cc1	-3.4%	-4
Cc1[nH]c(=O)[nH]c(=O)c1CSc1nnc(CCCCCNC(=O)OC(C)(C)C)o1	5.2%	/
O=C(C(NS(=O)(=O)c1cccs1)c1ccccc1)N1CCN(c2ccccc2F)CC1 (stereo not drawn)	4.0%	/
Cc1cc(C(=O)N/N=C/c2ccc(-c3cccc(Cl)c3Cl)o2)n[nH]1	-2.7%	/

A different layout for part of the listing above:
SMILES,GlmU inhibition,RmlCD inh 1536
CC1(C(=O)NC2CCCC2)CCC(=O)N1Cc1ccccc1 (stereo not drawn),-2.1%,5
Cc1ccc(C(=O)Nc2cccc(C(F)(F)F)c2)cc1Nc1ccccn1,3.4%,/
CC(C)NC(=O)NC(=O)CSc1ccccc1F,-0.6%,15
CCOC(=O)n1c(=O)n(Cc2ccccc2)c2ccccc21,0.6%,/
CC/C(=C/c1sc2ccccc2[n+]1CC)SC,3.2%,8
COc1ccc(N2CCC(CNC(=S)Nc3c(C)cc(C)cc3C)C2)cc1 (stereo not drawn),-4.5%,5
CCOc1ccc(-c2cc(N)n(S(=O)(=O)c3ccc(OC)cc3)n2)cc1,4.7%,-5
COC(=O)CCC(=O)COc1ccccc1C#N,2.5%,-7
CSc1ccccc1C(=O)Nc1cccc([N+](=O)[O-])c1,2.5%,-6
Cc1ccc(S(=O)(=O)NCCCCCC(=O)Nc2cccc(C)c2)cc1,4.7%,6
CCOC(=O)c1ccc(NC(=S)N2CCCC(C(=O)OCC)C2)cc1 (stereo not drawn),-5.5%,-4
Cc1cccc(CSc2ccc3nnc(-c4cccs4)n3n2)c1,-0.5%,9
CC(C)(C)[C@H]1C=C(C(=O)Nc2ccccc2)O[C@@H](OCCCCO)C1,0.2%,/
COc1ccc(S(=O)(=O)Nc2ccc3c(c2)CCC3)cc1,-3.4%,-4
Cc1[nH]c(=O)[nH]c(=O)c1CSc1nnc(CCCCCNC(=O)OC(C)(C)C)o1,5.2%,/
O=C(C(NS(=O)(=O)c1cccs1)c1ccccc1)N1CCN(c2ccccc2F)CC1 (stereo not drawn),4.0%,/
Cc1cc(C(=O)N/N=C/c2ccc(-c3cccc(Cl)c3Cl)o2)n[nH]1,-2.7%,/

Other compounds:
SMILES	GlmU inhibition	RmlCD inh 1536
COc1ccc(-n2c(Cc3cc(=O)[nH]c(=O)[nH]3)nnc2SCC(=O)Nc2ccccc2)cc1	/	-3
Cc1cc(C(=O)COC(=O)C23CC4CC(CC(O)(C4)C2)C3)c(C)n1-c1c(C)n(C)n(-c2ccccc2)c1=O	-2.0%	-14
Cc1cc2n(n1)C(c1ccc3c(c1)OCO3)Nc1c(C)cccc1-2 (stereo not drawn)	2.6%	0
CCCNC(=O)C1CCN(S(=O)(=O)c2cccc3nonc23)CC1	-1.9%	-7
CCc1nc(SCC(=O)O)c(C#N)c2c1CCCC2	-8.1%	6
COCCN1Cc2cc3cc(C)ccc3nc2SC1=Nc1cccc(OC)c1	0.1%	-9
COc1ccc2c(c1)CCc1c(C(=O)NCc3ccco3)noc1-2	1.7%	-8
O=C(NN1C(=O)c2ccccc2NC1c1ccccc1OCc1ccccc1)c1ccncc1 (stereo not drawn)	0.9%	/
CCCCC(=O)NC(=S)Nc1cccc(NC(=O)CC)c1	2.7%	2
O=C(Nc1ccccc1C(=O)N1CCOCC1)C1COc2ccccc2O1 (stereo not drawn)	-1.1%	4
COC(=O)C(C(=O)OC)C(C(=O)OC)C(C(=O)OC)C(=O)OC	-3.0%	/
O=C1CC(Cc2ccccc2)C(=O)N1c1ccccn1 (stereo not drawn)	1.5%	6
Cc1cc(NC(=O)CCC(=O)N(Cc2ccco2)C(C(=O)NC2CCCCC2)c2ccccc2)no1 (stereo not drawn)	-3.1%	/
Cc1cc(N2CCN(C)CC2)nc2ccc(NC(=S)N3CCC4(CC3)OCCO4)cc12	8.4%	4
O=C(CCC(=O)OCC(=O)c1ccc(-c2ccccc2)cc1)Nc1cccc(Cl)c1	1.8%	-12
CCC(=NCCc1ccccc1)c1c(O)n(C2CCCCC2)c(=O)[nH]c1=O	3.1%	-8
Cc1ccc(S(=O)(=O)N(C)C)cc1NC(=O)COC(=O)c1ccc(Cl)cc1	1.5%	-7
Cc1ccc(C(=O)N2CCCC(c3ccc(Cl)cc3)=N2)cc1	-1.1%	-2
O=C(CSCc1c(Cl)cccc1Cl)Nc1ccc2c(c1)OCO2	1.1%	/
CCOc1ccc(S(=O)(=O)N2CCN(c3ccccc3)CC2)c2cccnc12	-3.0%	7
CNC(=O)/C(C#N)=C\c1cc(C)n(-c2ccc(N3CCOCC3)cc2)c1C	-5.2%	34
CCOc1ccc(NC(=O)COC(=O)Cn2cnnn2)cc1OCC	-1.1%	1
COc1cc(/C=C2\SC(=N)N(c3ccc4c(c3)OCO4)C2=O)cc(OC)c1O	2.3%	-9
Cc1ccc(C(C)C)c(OCC(=O)N/N=C/c2cccn2C)c1	-0.3%	9
CCOC(=O)c1cccc(NC(=O)C2CCN(S(=O)(=O)c3cnc[nH]3)CC2)c1	6.6%	4
CC1(C)NC(=O)N(CC(O)COc2ccccc2C(=O)N2CCCCC2)C1=O (stereo not drawn)	-1.1%	10
O=C(Nc1ccc(NC(=O)c2ccccc2O)cc1)Nc1ccc(F)cc1F	-1.0%	-12
COc1ccc(-c2[nH]ncc2C=O)cc1	-4.8%	3
O=C(O)c1cccc(N2C(=O)C3C4C=CC(C4=C(c4ccccc4)c4ccccc4)C3C2=O)c1 (stereo not drawn)	-4.2%	-6
CCOC(=O)N1CCC(NC(=O)CC(NS(=O)(=O)c2ccc(C)cc2)c2ccco2)CC1 (stereo not drawn)	7.5%	-10
CC(=O)Oc1ccc(-c2csc(Nc3cccnc3)n2)cc1	-7.1%	/
COc1ccc(/C=C/C(=O)NC(=S)Nc2ccc(S(=O)(=O)Nc3ccc(OC)nn3)cc2)cc1	3.1%	-6
CC(=O)N1CCC(=NNS(=O)(=O)c2cccc([N+](=O)[O-])c2)CC1	5.6%	-5
O=C(Nc1ccccc1)C1=C[C@@H](c2ccc(C(F)(F)F)cc2)C[C@@H](OCc2ccc(CO)cc2)O1	1.6%	/
CCn1cc(Br)c(C(=O)Nc2ccc(Cl)c(Cl)c2)n1	-0.9%	/
C=CCN(c1ccc(C(=O)NCCc2ccccc2)cc1)S(C)(=O)=O	-0.6%	/
O=C(NCc1ccccc1)/C(=N\O)c1ccccc1	-3.3%	6
CC(c1cccs1)N(C)Cc1nc(CCc2ccccc2)no1 (stereo not drawn)	1.0%	4
O=C(N/N=C/c1cccc(F)c1)c1cc(-c2ccco2)nc2ccccc12	7.8%	/
Cc1cccc(NC(=O)COC(=O)c2ccccc2-c2nc3ccccc3s2)c1C	-0.7%	8
CCn1c(C)cc2c(c1=O)C(c1ccncc1)C(C#N)=C(N)O2 (stereo not drawn)	-0.3%	4
O=C(Cc1ccccc1)N/N=C/c1ccccc1F	2.7%	-7
CCCCCCn1c(O)c(C=Nc2c(C)n(C)n(-c3ccccc3)c2=O)c(=O)[nH]c1=O	8.8%	-2
O=C(NCCCN1CCCC1=O)c1cc(-c2cccnc2)nc2ccc(Cl)cc12	4.5%	10
Cc1cc(Cl)ccc1NC(=O)/C=N/O	7.6%	-10
CC(=O)NC1=C(C#N)C(c2ccccc2)c2c(ccc3ccccc23)O1 (stereo not drawn)	1.0%	/
COC(=O)c1ccc(NC(=O)C2CCCN2S(=O)(=O)c2ccc(C)cc2)cc1 (stereo not drawn)	8.8%	-10
O=C1NC(Nc2ccccn2)(C(F)(F)F)C(=O)N1c1ccc(F)cc1 (stereo not drawn)	0.7%	9
COCCNc1nc(C(C)(C)C)nc2c1nnn2Cc1ccccc1Cl	3.4%	/
Cn1c(N)c(C(=O)COC(=O)CCc2c[nH]c3ccccc23)c(=O)n(C)c1=O	-0.6%	-2
COc1cccc(Oc2ccc(N)cn2)c1	-0.7%	15
CC(C)CC(=O)NC1(C(F)(F)F)C(=O)Nc2c1c(=O)[nH]c(=O)n2Cc1ccco1 (stereo not drawn)	/	0
CNC(=O)N(C1=NCC(C)(C)S1)c1ccc(F)c(Cl)c1	-4.0%	7
Cc1cc(Br)c(NC(=O)CN(C)CCOc2ccccc2)c(Br)c1	1.3%	5
CCCN1C(=O)/C(=C/C=C2\N(CC)c3ccccc3C2(C)C)SC1=S	-3.6%	4
COC(=O)Cc1csc(Nc2c(C)n(C)n(-c3ccccc3)c2=O)n1	3.2%	4
FC(F)(F)c1cccnc1N1CCN(c2ncnc3nc[nH]c23)CC1	0.6%	5
O=C(CNC(=O)C12CC3CC(CC(C3)C1)C2)N1CCN(S(=O)(=O)/C=C/c2ccccc2)CC1	1.4%	-5
CC(=O)Nc1ccccc1OC(=O)N1CCOCC1	3.0%	6
O=C1Cc2ccccc2Sc2ccc(Cl)cc21	-2.3%	21

The listing continues.
SMILES	GlmU inhibition	RmlCD inh 1536
CCN1CCc2nc3ccccc3c(C(=O)Nc3ccc(F)cc3)c2C1	0.2%	-12
Cc1cc(OCC[N+]2(C)CCCCC2)nc2ccccc12	-3.0%	8
O=C(Nc1ccc(N2CCOCC2)c(Cl)c1)C1CCCCC1	3.4%	5
O=C(c1cc(-c2ccc(F)cc2)on1)N1CCCc2ccccc21	1.1%	-10
COc1cc(Cl)c(C)cc1NC(=O)c1ccc(NS(=O)(=O)c2ccc(F)c(F)c2)cc1	-5.3%	-7
Cc1noc(C)c1COC(=O)COc1cccc2c1OC(C)(C)C2	0.5%	/
Cc1cccc(NC(=S)N/N=C/c2cccc([N+](=O)[O-])c2)c1	-8.4%	5
